BaF3 tox – reduces parental Ba/F3 cell viability, JAK2V617F counter-screen | CellTiter-Glo ATP luminescence | inhibition, % at 5.6 µM | 220,000 compounds, 1.1% hits | AID 1486;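 active means inhibition above a per-campaign cutoff, the mean inhibition of all tested compounds plus 3 SD, cut at about 27% in these data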;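 further: 0% = DMSO wells and 100% = JAK Inhibitor I control wells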
TNF necrop inh – blocks TNF-alpha induced death of Jurkat FADD-/- cells; Jurkat FADD-/- TNF necroptosis rescue, ATP luminescence, 24 h; 0 = TNF only, 100 = no-TNF cells; activation (protection from cell death), % at 10 µM; 220,000 compounds, 0.068% hits; AID 463075;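 active means activation, meaning protection from cell death, of at least 50% relative to plate controls; inactive means activation below 50%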;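 further: necroptosis triggered by 40 ng/mL TNF-alpha added together with compound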
TRPML3 ag – agonists of human TRPML3 channel | Q8TDD5 | HEK293 TRPML3-YFP, Fluo-8 calcium fluorescence; 100% = the carbachol control signal | activation, % at 3 µM | 220,000 compounds, 0.29% hits;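 active means activation above its plate's cutoff, the mean activation of the plate's test wells plus 3 SD, cut at about 12% in these data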;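 further: 0% = DMSO only wells and 100% = carbachol wells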
Target sequence (Q8TDD5 whole entry, looked up): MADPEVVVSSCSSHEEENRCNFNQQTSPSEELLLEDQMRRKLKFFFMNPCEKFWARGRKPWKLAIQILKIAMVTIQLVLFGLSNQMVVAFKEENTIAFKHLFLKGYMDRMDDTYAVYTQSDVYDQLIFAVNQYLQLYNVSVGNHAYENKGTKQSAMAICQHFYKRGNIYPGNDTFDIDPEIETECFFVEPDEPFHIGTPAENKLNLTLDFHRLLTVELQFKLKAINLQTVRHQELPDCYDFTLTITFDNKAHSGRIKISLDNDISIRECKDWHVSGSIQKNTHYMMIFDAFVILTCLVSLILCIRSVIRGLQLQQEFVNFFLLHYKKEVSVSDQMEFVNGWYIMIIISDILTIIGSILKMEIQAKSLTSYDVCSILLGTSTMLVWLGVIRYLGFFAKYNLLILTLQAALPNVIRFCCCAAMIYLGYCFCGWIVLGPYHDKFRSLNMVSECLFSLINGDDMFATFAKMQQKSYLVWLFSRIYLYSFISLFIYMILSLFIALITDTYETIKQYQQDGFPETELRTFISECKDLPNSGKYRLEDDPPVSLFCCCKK
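system = HEK293 cells stably carrying human TRPML3-YFP | doses = one concentration, 3 µM nominal, 0.3% DMSO | timing = dye loading 1 h 37 °C then 30 min ambient, 125 s read | detection = Fluo-8 calcium dye fluorescence, ex 470-495, em 515-575 nm | benchmarks = high control carbachol 87 µM, low control DMSO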
RBBP9 inh – inhibitors of human serine hydrolase RBBP9; O75884; recombinant RBBP9, FP-Rh probe fluorescence polarization; inhibition, % at 7.94 µM; 220,000 compounds, 0.2% hits; AID 1515;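 active means inhibition above the campaign mean of all tested compounds plus 3 SD, cut at about 14% in these data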;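 further: plate controls were DMSO wells with RBBP9 for no effect and wells lacking RBBP9 protein for full effect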
Target sequence (O75884 whole entry, looked up): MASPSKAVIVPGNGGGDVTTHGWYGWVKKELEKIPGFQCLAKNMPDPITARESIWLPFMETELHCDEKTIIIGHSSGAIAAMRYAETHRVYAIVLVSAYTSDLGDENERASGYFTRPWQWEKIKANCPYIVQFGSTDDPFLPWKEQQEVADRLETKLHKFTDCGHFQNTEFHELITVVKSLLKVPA
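Test system: recombinant human RBBP9; Timing: 30 min then 45 min, 25 °C; Detection: fluorescence polarization; Control set: RBBP9 with DMSO as uninhibited control, no-protein wells as full inhibition; Compound dosing: one concentration, 7.94 µM nominal, 0.794% DMSO; Probe or stimulus: FP-Rh activity-based probe, 375 nM before mixing.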
zfTRPN1 agonist – activates the zebrafish TRPN1 channel. HEK293 zebrafish TRPN1-YFP, Fluo-8 calcium fluorescence; 100% = response to 87 µM carbachol. activation, % at 3 µM. 220,000 compounds, 0.18% hits;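 active means activation above its plate's cutoff, the mean activation of test wells on that plate plus 3 SD, cut at about 19% in these data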;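 further: 0% = DMSO alone and 100% = 87 µM carbachol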
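Control set: carbachol 87 µM as high control, DMSO as low control; system: HEK293 stable line with zebrafish TRPN1-YFP; read-out: % activation versus carbachol response; detection: intracellular calcium fluorescence with Fluo-8; doses: single test compound dose, 3 µM nominal, 0.3% DMSO; schedule: dye 1 h 37 °C plus 30 min RT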
PPC-1+TRAIL kill – PPC-1 cancer cell killing with TRAIL present. PPC-1 cells + TRAIL, ATPLite viability luminescence. cell killing (% activity), % at 4 µM. 220,000 compounds, 0.41% hits;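 active means cell killing above 50% in the first pass at 4 µM, then a duplicate retest at 5 µM averaging 50% or more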;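 further: plate controls were cells with TRAIL plus DMSO for no effect and medium-only wells lacking cells for full effect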
Wee1 degr inh – inhibitors of human Wee1 degradation. HeLa Luc-Wee1K328M stability, luciferase luminescence; 100% = proteasome inhibitor MG132 effect. reporter increase, % at 5 µM. 220,000 compounds, 1.2% hits. AID 1321;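 active means activation above the mean of all tested compounds plus 3 SD, set per screening run, cut at about 8.8% in these data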;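 further: cells exposed to compound for 20 h before luminescence read; 0% = DMSO alone and 100% = MG132 at 30 µM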
Ba/F3 V617F tox – lowers viability of Ba/F3 cells expressing EpoR and JAK2V617F | ATP luminescence | 220,000 compounds, 1.1% hits | inhibition, % at 5.6 µM;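 active means inhibition above the campaign mean plus 3 SD over all tested compounds, cut at about 24% in these data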;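 further: cytokine-independent growth of Ba/F3 cells driven by EpoR plus mutant JAK2; 0% = DMSO-treated cells and 100% = JAK inhibitor I control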
CHOP inh – CHOP inhibition in unfolded protein response; 220,000 compounds, 3.8% hits; CHO-K1 CHOP-promoter luciferase, tunicamycin-induced, 15-18 h; AID 2732; inhibition, % at 10 µM;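 active means compounds that reduced the stress-induced luciferase reporter signal by more than about 70% of percent inhibition, limit read from the data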;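 further: 0% = tunicamycin plus vehicle and 100% = wells without tunicamycin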
* marks the source's active call; other numbers are inactive results; nt = not tested or not shown; & = joins results of further samples.

Below each SMILES – BaF3 tox	TNF necrop inh	TRPML3 ag	RBBP9 inh	zfTRPN1 agonist	PPC-1+TRAIL kill	Wee1 degr inh	Ba/F3 V617F tox	CHOP inh
Cc1cccc(S(=O)(=O)NC(Cc2c[nH]c3ccccc23)C(=O)O)c1 (stereo not given)
 : 3.0	1.1	0.7	-11.0	0.3	-4.8	3.2	-1.7	16.5
Cn1c(SCC(=O)NCc2ccco2)nnc1-c1ccc(S(=O)(=O)N2CCOCC2)cc1
 : -2.5	-2.9	0.9	-9.2	0.6	8.5	-2.8	-2.9	-14.3
CNC(=O)C1CCC(=O)N1Cc1ccc(C)cc1 (stereo not given)
 : 0.4	-1.1	-0.1	-10.2	0.2	-1.4	1.2	3.1	10.9
O=C(NCc1cccnc1)C(=O)Nc1ccc2c(c1)OCO2
 : 4.7	0.1	0.9	2.0	0.9	-2.4	-2.1	0.0	-13.4
CCOP(=O)(OCC)C(Nc1cccc(C(F)(F)F)c1)c1ccc(F)cc1 (stereo not given)
 : 2.6	1.7	-0.1	-9.7	-3.2	-6.2	-2.6	-2.9	20.1
COc1ccc(CN2CCN(CC=C(C)C)C(CCO)C2)cc1Cn1cccn1 (stereo not given)
 : 5.3	0.7	0.9	0.3	-1.8	2.7	1.2	2.9	-3.8
CCn1c2ccccc2c2nnc(SCC(=O)c3c(N)n(C)c(=O)n(C)c3=O)nc21
 : 7.4	-0.1	0.7	-3.7	2.0	1.1	0.4	3.0	-28.5
COCCNC(=O)C1CCN(S(=O)(=O)N2CCC3(CC2)OCCO3)CC1
 : 5.7	-3.9	0.1	-4.8	1.1	22.7	-0.4	-1.6	5.2
O=C1c2ccc([N+](=O)[O-])cc2C(=O)N1c1c[nH]c(=O)[nH]c1=O
 : 3.7	0.4	1.0	1.4	1.8	13.8	3.2	-0.9	17.7
O=C1c2ccccc2CC1Sc1nnc(-c2ccccn2)o1 (stereo not given)
 : -1.1	-4.1	0.8	5.0	0.2	0.0	0.8	-2.3	11.6
CSCC[C@H](NC(=O)C1=NN(c2c(F)c(F)cc(F)c2F)C(=O)CC1)c1nc2ccccc2[nH]1
 : -15.1	1.4	0.8	0.1	1.7	12.8	0.8	-1.8	-8.2
Cc1ccc(NC(=O)/C(=C\c2cccs2)NC(=O)c2ccccc2)cc1
 : -3.4	0.7	0.3	-11.1	-1.6	19.6	2.1	-5.1	17.9
CC1=C(C(=O)OCc2ccccc2)C(c2ccoc2)C(C#N)=C(N)O1 (stereo not given)
 : 2.6	-2.0	0.7	-10.9	0.7	22.0	-1.2	3.4	33.1
Cn1c(SCc2ccccc2)nnc1-c1c[nH]c2ccccc12
 : 1.1	7.7	-0.1	-6.7	-0.1	17.4	0.5	-0.4	38.9
COc1ccc(CCNC(=O)CCCn2c(SCC#N)nc3ccccc3c2=O)cc1OC
 : 3.8	-0.2	-0.2	-9.8	0.1	10.6	-0.3	-1.2	-12.5
CCOC(=O)c1c(NC(=S)NC(=O)c2ccc(Cn3cc(Cl)cn3)o2)sc2c1CCC(C)C2 (stereo not given)
 : -0.5	-7.7	-0.6	-8.0	-0.5	7.2	-2.6	-1.3	76.6*
CC(C)[C@H](NC(=O)c1ccccc1)C(=O)OCC(=O)NCCC1=CCCCC1
 : 4.7	1.8	-0.2	2.0	-2.8	20.3	-1.5	0.1	6.1
Cc1ccc(-c2nnc(SCC(=O)N3CCN(c4ccccc4)CC3)o2)cc1
 : 0.3	1.4	-0.2	3.4	-0.6	10.2	0.6	-3.6	36.9
Cn1cnnc1Sc1nc([N+](=O)[O-])nn1C
 : 4.5	-0.6	-0.7	-2.1	1.5	12.7	-2.7	2.6	-6.1
CN1CCN(c2ccc(CNS(=O)(=O)c3ccc(Cl)cc3)cc2)CC1
 : -0.2	-3.5	1.5	-3.7	2.8	32.5	3.7	1.9	5.4
CC(C)(C)c1ccc(C(=O)NCCn2c(N)c(C#N)c3nc4ccccc4nc32)cc1
 : 4.4	-0.7	0.1	-4.6	0.1	44.0	-1.7	1.6	86.5*
CCc1ccc(NC(=O)c2cnc(N3CCN(c4ccccn4)CC3)c3ccccc23)cc1
 : 2.2	-6.5	1.9	-2.6	2.9	nt	0.8	0.4	74.9*
Cc1ccc(Cc2cnc(NC(=O)/C(C#N)=C/c3ccc(-c4ccccc4[N+](=O)[O-])o3)s2)cc1
 : 1.3	-0.2	1.3	-13.2	1.5	15.3	-1.0	0.6	37.4
O=C(CCCc1nc2ccccc2s1)Nc1ccc(N2CCOCC2)cc1
 : 5.2	0.3	0.3	-8.7	1.6	-15.5	-1.3	3.1	0.9
CCc1cccc(Nc2cc(C)nc3nc(C)nn23)c1
 : 3.9	-1.3	-0.6	-9.6	-0.9	-0.6	-0.9	3.7	-1.6
NS(=O)(=O)c1ccc(NC(=S)NC(=O)c2ccco2)cc1
 : -1.6&6.6	-1.0&1.4	0.0&0.5	-4.2&1.5	0.7&-1.0	19.6&2.1	1.0&4.0	3.7&0.3	3.3&20.6
CCOC(=O)C1CCCN(C(=O)c2sc3nc(-c4ccc(F)cc4)cn3c2C)C1 (stereo not given)
 : 2.7	-0.6	2.6	-7.1	4.7	12.4	0.9	-2.0	10.3
Cc1cc(-c2nsc(=O)o2)c(S(C)(=O)=O)s1
 : 4.4	-0.6	1.1	-12.3	-0.9	15.7	-1.9	-1.9	24.5
CCOc1ccc(NC(=S)NC23CN4CN(CN(C4)C2)C3)cc1
 : 7.5	-0.3	0.0	3.6	1.2	7.6	-1.2	1.0	-4.4
COc1ccc(C(=O)NCCc2ccc(F)cc2)cc1OC
 : 10.1	-0.1	0.8	-6.7	0.9	-3.5	1.2	3.1	-9.3
O=C(NN1CCCCC1)c1ccc(COc2ccc(Cl)cc2)cc1
 : 5.7	-0.4	0.7	-4.8	0.2	-4.9	-1.0	-1.9	28.9
CCOC(=O)C1CCN(C(=O)CN(c2cccc(OC)c2)S(=O)(=O)c2ccccc2)CC1
 : 9.3	-3.4	-0.6	-3.3	0.4	-6.0	2.3	3.4	-12.4
COc1cccc(/C=N/c2sc(Cc3ccccc3)c(C)c2C(N)=O)c1O
 : -1.8	0.7	0.6	0.2	-1.2	4.4	1.0	-4.2	15.7
CCn1nc(C)c(C(=O)Nc2cc(Oc3ccc(Cl)cc3)cc([N+](=O)[O-])c2)c1C
 : 0.7	-0.3	0.4	-0.5	0.4	24.8	-2.3	-2.4	24.4
CCC(C)NC(=O)C1CCC(=O)N(c2ccc3c(c2)OCO3)C1c1ccc(OC)cc1 (stereo not given)
 : 1.2	0.4	0.8	-3.0	-0.1	8.2	-1.4	-2.9	7.8
O=c1cc(CN2CCc3ccccc3C2)nc2sccn12
 : 4.2	-0.9	0.6	-0.1	0.7	21.5	2.9	-0.9	1.9
ClCc1nnc(-c2ccccc2)o1
 : 3.6	-5.7	0.1	-7.0	0.9	21.1	-3.0	2.6	-102.2
O=C(Oc1ccccc1C(=O)Nc1ccccc1)c1ccc(Br)c([N+](=O)[O-])c1
 : 4.1	-1.4	0.8	1.5	1.6	15.1	-0.9	-1.7	84.5*
CCCCCC(=O)NC(=S)Nc1ccc2oc(=O)ccc2c1
 : 5.8	0.9	-0.3	-7.7	0.0	-0.4	2.7	1.6	11.7
COc1ccc(/C=N/Nc2nc(-c3ccc(C)cc3)c(NC(C)=O)s2)cc1
 : -4.8	1.6	0.1	-2.9	-0.3	-13.0	1.2	-1.1	-1.2
Fc1ccc(-c2nc3ccccc3[nH]2)cc1
 : 63.0*	-2.2	0.4	-6.0	0.6	23.7	2.5	2.5	-43.4
CCOC(=O)CN1C(=O)C(O)(CC(=O)c2cccc(OC)c2)c2ccccc21 (stereo not given)
 : 2.9	-15.5	0.6	-1.5	1.5	-4.3	1.2	1.1	-17.5
CCOC(=O)c1ccc(C(=O)OCC)nc1
 : -2.5	-0.9	-0.4	0.2	-0.3	0.9	-1.6	-2.7	6.5
CCCCCC1CCC(C(=O)O)CC1 (stereo not given)
 : 0.0	0.4	-0.1	-5.0	0.1	13.3	1.4	-4.9	21.9
CC(C)Oc1ccc(C2CC(=O)N(c3ccc(N(C)C)cc3)C2=O)cc1 (stereo not given)
 : 0.1	1.1	0.1	-1.2	0.2	20.3	0.7	-4.2	-1.6
CS(=O)(=O)N1CCC(NC(=O)Cc2ccccc2)CC1
 : 1.1	-0.7	0.0	1.5	-1.2	25.8	0.0	-5.1	6.7
Cn1ccc(-c2ccccc2)n1
 : 4.7	1.2	0.6	-6.5	0.7	3.1	-2.3	0.8	-2.3
COc1ccc(-n2cnc3cc(NS(=O)(=O)c4ccc(C)cc4)ccc32)cc1
 : 0.2	38.1	-0.5	-2.4	-0.9	-16.1	-3.3	-3.1	7.2
N=C1/C(=C\c2ccc(SCc3ccco3)o2)C(=O)N=C2SC=NN12
 : 2.3	-2.0	2.6	-4.7	4.1	15.3	-0.9	0.7	27.6
O=C(COc1ccccc1)Nc1ccc(Cl)cc1Cl
 : 9.9	1.7	0.1	-1.1	-1.4	9.7	-0.5	-3.1	49.5
CC(C)COc1nc2ccccc2nc1C(C#N)C(=O)NC1CCCCC1 (stereo not given)
 : 3.7	-7.8	0.7	0.8	2.2	-2.8	0.5	1.8	11.3
COc1ccc(C2=NOC(C(=O)Nc3c(C)n(C)n(-c4ccccc4)c3=O)C2)cc1OC (stereo not given)
 : 9.4	1.8	0.4	-2.9	-0.2	17.0	-0.7	-0.8	31.2
CC(NC1CCCC1)C(=O)Nc1ccccc1-c1ccccc1 (stereo not given)
 : -1.8	0.0	-0.7	-3.9	-0.6	-0.9	0.7	1.1	10.2
Cc1cccc(NC(=O)c2sc(-c3ccccc3)nc2-c2ccc([N+](=O)[O-])cc2)c1
 : 2.7	1.8	0.5	2.3	-0.7	16.5	3.5	-1.8	31.6
CCOC(=O)N1CCN(C(=O)CSc2nnc(-c3cc(OC)ccc3OC)o2)CC1
 : 8.9	-0.1	0.0	-4.7	2.4	10.3	0.4	-0.5	22.8
Cc1nc(SCC(=O)Nc2c(C)n(C)n(-c3ccccc3)c2=O)n[nH]1
 : 7.9	-0.3	0.8	-11.1	0.5	-2.1	-1.2	-4.7	28.4
O=C(N/N=C/c1ccc([N+](=O)[O-])cc1)C(=O)N1CCCC1
 : 3.0	-0.9	0.4	-4.4	1.6	7.1	9.8*	-1.7	-10.7
COc1ccccc1C(=O)N1CCC(C(=O)c2ccc(F)cc2)CC1
 : -0.4	-2.5	0.7	-11.6	1.6	1.6	0.2	0.0	31.7

Bioassay records (PubChem)

Not a hit list; 6.8% or so of the library scored in one or more.
